G6PDH CS – L. mesenteroides G6PDH inhibition counter-screen; AID 1020; Purified L. mesenteroides G6PDH, diaphorase/resazurin coupled fluorescence, 45 min; inhibition, % at 5 µM; 200,000 tested, 0.12% active
Diaph inh CS – diaphorase inhibition or chemical oxidation counter-screen; diaphorase resazurin-to-resorufin fluorescence, NADH, 16 min; bacterial (C. kluyveri) enzyme, not human; 190,000 tested, 0.69% active; inhibition, % at 20 µM;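 active = primary screen inhibition at 20 µM above a set limit, cut at about 50% in these data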;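 also: plate controls were DMSO with full reaction for no effect and wells lacking NADH for full effect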
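System: Diaphorase enzyme from Clostridium kluyveri | Amount: Enzyme working solution with 0.14 U/mL diaphorase | Benchmarks: No-NADH positive control and DMSO neutral control | Signal: Fluorescence of resorufin formed from resazurin, Ex 544/Em 590 nm | Schedule: 16-min room-temperature incubation before reading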
PMI act satM6P – activators of human phosphomannose isomerase at near-saturating mannose 6-phosphate. 190,000 tested, 0.34% active. activation factor at 20 µM. coupled PMI enzyme assay, resazurin fluorescence, 20 min; stronger effect = higher value; 1 = untreated enzyme, 0 = substrate-free blank. P34949;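 active = activation factor of 2 or more at 20 µM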
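Test system: human phosphomannose isomerase with PGI, G6PDH, diaphorase coupling enzymes; amount: 15 ng/mL PMI; incubation: enzyme reaction with compound 20 min at room temperature; technique: resorufin fluorescence (Ex 544/Em 590 nm) from resazurin via diaphorase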
TLR4-MyD88 BLA – inhibitors of human TLR4-MyD88 binding; HeLa CL3-4 TLR4/MyD88 BLA complementation, FRET ratio; inhibition, % at 8.4 µM; AID 861; 200,000 tested, 0.18% active; O00206+Q99836; in the data active = inhibition above about 25%;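 also: 0% = vehicle and 100% = reference inhibitor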
Target sequence (O00206 whole entry, looked up): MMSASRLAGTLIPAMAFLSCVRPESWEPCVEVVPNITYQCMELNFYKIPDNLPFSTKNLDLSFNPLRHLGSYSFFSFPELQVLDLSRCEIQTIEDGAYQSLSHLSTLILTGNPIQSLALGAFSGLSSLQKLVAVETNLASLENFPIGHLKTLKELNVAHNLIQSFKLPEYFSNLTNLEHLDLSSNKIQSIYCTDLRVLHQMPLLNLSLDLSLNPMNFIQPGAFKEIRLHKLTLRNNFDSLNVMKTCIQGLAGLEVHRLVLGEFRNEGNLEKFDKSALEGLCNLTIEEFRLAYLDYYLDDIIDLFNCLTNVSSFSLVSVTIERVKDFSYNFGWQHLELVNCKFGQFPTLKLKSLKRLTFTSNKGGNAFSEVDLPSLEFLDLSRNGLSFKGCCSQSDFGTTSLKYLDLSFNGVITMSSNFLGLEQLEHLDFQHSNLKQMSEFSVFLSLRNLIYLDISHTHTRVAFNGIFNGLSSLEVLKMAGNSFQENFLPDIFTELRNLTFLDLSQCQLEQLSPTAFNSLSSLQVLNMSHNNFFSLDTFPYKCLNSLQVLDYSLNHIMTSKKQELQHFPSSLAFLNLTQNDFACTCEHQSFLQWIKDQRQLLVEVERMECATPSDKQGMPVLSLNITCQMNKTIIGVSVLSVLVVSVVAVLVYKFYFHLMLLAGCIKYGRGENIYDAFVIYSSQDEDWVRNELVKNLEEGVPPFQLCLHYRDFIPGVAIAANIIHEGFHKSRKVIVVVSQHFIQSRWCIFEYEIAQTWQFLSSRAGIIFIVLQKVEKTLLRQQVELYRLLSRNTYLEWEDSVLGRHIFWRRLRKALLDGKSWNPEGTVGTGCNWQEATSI
Target sequence (Q99836 whole entry, looked up): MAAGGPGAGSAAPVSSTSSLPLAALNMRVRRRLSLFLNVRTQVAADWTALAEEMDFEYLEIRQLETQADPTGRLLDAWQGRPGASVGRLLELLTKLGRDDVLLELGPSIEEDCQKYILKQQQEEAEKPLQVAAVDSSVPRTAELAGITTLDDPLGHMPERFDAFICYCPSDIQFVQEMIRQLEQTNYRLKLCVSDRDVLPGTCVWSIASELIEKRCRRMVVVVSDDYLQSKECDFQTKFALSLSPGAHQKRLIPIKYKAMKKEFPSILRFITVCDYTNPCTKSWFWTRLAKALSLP
PMI activator – increases human mannose-6-phosphate isomerase activity; activation factor at 20 µM; 190,000 tested, 0.005% active; P34949; purified human PMI, coupled resazurin fluorescence, 20 min; stronger effect = higher value; 1 = vehicle control, 0 substrate-free wells;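 active = activation factor of 2 or more at 20 µM, relative to plate controls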
RAM network inh – yeast RAM network inhibition; AID 868; inhibition, % at 50 µM; 190,000 tested, 1.8% active; S. cerevisiae dse1pr::URA3 reporter, 5-FOA growth OD615, 2 d; analog-sensitive cbk1-as2 kinase mutant strain;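 active = inhibition above a set limit, 3 SD over mean compound inhibition, cut at about 8.4% in these data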;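 also: 0% = DMSO-only wells with no growth and 100% = 10 µM 1-NA-PP1 full growth; inhibition rescues growth on 5-FOA so higher OD means more RAM inhibition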
Diaphorase act – activates diaphorase or chemically reduces, flagging diaphorase assay artifacts | Diaphorase/resazurin coupled assay, resorufin fluorescence, 16 min; stronger effect = higher value; 1 = vehicle wells, 0 = NADH-free wells | activation factor at 20 µM | 190,000 tested, 0.005% active | AID 1229;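 active = diaphorase activity raised at least twofold by the compound at 20 µM; inactive = activation factor below 2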
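Material: purified diaphorase enzyme from Clostridium kluyveri; Also added: 0.114 mM NADH and 0.1 mM resazurin, final amounts; Doses: single compound dose of 20 µM, 1% DMSO final; Times: 16 min enzyme reaction, ambient temperature; Detection: resorufin fluorescence, excitation 544 nm, emission 590 nm; Measure: increased resorufin signal from activators or reducing compounds.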
Hsp70 activator – switches on Hsp70 transcription; HeLa Hsp70 promoter luciferase reporter, luminescence; scaled: vehicle 0, proteasome-inhibitor control 100%; activation, % at 10 µM; 200,000 tested, 0.04% active;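 active = activation above the mean across all tested compounds plus 3 SD, cutoff set per campaign, cut at about 5.5% in these data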;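 also: 100% = MG132 at 30 µM as the positive control and 0% = DMSO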
Lmaj promast – Leishmania major promastigote growth inhibition; Leishmania major promastigotes, resazurin fluorescence viability; 200,000 tested, 9% active; inhibition, % at 10 µM;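 also: promastigotes grown with compound for 44 hours at 28 °C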
S1P3 antag – blocks the human S1P3 receptor. Q99500. CHO S1P3 NFAT-BLA reporter, FRET fluorescence, antagonist mode. inhibition, % at 4.98 µM. 170,000 tested, 0.27% active. AID 485;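 active = inhibition above the plate cutoff, the mean inhibition of test wells on that plate plus 3 SD, cut at about 28% in these data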;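 also: cells challenged with S1P at its EC80 of 0.8 µM; blue over green emission ratio from cleaved BLA substrate after 4 h stimulation; 0% = S1P-stimulated wells and 100% = unstimulated DMSO-only wells; some compounds past the cut are filed as inactive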
Redox H2O2 prof – compounds producing H2O2 with reducing agent – biochemical, NIH compound library profiling, artefact control for MLSCN library redox annotation, primary screen | DTT-dependent redox cycling H2O2, phenol red/HRP absorbance; 100% = 100 µM peroxide control, 0% = buffer | activation, % at 10 µM | 200,000 tested, 0.03% active;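 active = activation of at least 50% relative to the plate's high and low controls in the primary single-dose screen; inactive = activation below 50%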;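 also: compound incubated with DTT at 0.8 mM final as the reducing agent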
The depositor's hits bear a star; / = not tested or not shown. Rule as the data show it, unless noted: active = inhibition above about 50%; inactive = the rest.

SMILES | G6PDH CS | Diaph inh CS | PMI act satM6P | TLR4-MyD88 BLA | PMI activator | RAM network inh | Diaphorase act | Hsp70 activator | Lmaj promast | S1P3 antag | Redox H2O2 prof
COc1ccc(CC(=O)NC(C)c2nnc(SCc3nc4ccccc4c(=O)[nH]3)n2C)cc1 (stereo unspecified) | 6.1 | 5.8 | 1.1 | -1.1 | 1 | 2.4 | 0.9 | -0.4 | -4.8 | -20.6 | 0.2
O=S(N1CCc2ccccc21)C12CC3CC(CC(C3)C1)C2 (stereo unspecified) | 0.9 | 1.5 | 1.2 | 5.1 | 1.2 | -0.6 | 1 | 0.1 | 25.4 | -8.3 | 0.0
Cc1ccc(NC(=S)NCc2ccc(S(N)(=O)=O)cc2)c(C)c1 | 21.1 | 2.6 | 0.9 | 9.2 | 1 | 0.1 | 1 | -0.1 | 7.3 | -21.1 | -1.2
S=c1[nH]nc(C2COc3ccccc3O2)o1 (stereo unspecified) | 8.7 | 12.8 | 1.1 | -8.1 | 1.2 | 1.7 | 0.9 | 0.1 | -4.6 | 4.2 | 0.5
Cc1c(C(=O)O)cccc1-c1ccc(/C=C2/NC(=O)N(c3ccccc3)C2=O)o1 | 3.8 | 19.5 | 0.9 | 12.1 | 1.1 | 1.3 | 0.8 | -0.3 | -8.4 | 1.8 | -1.1
O=S(=O)(c1ccc2c(c1)OCCO2)N1CCC(c2nc3ccc(Cl)cc3[nH]2)CC1 | 7.2 | 23.8 | 0.8 | -1.1 | 0.8 | -0.6 | 0.8 | -0.2 | 18.0 | -18.2 | -1.8
SC(COCc1ccccc1)CN1CCN(Cc2ccc3c(c2)OCO3)CC1 (stereo unspecified) | -13.6 | 22.3 | 0.9 | 4.8 | 0.9 | -1.0 | 0.8 | -0.3 | 57.8* | 2.4 | 1.8
Cc1[nH]n(-c2ccccc2)c(=O)c1C=Nc1cnc2ccccc2c1 | -3.4 | 15.7 | 1 | 14.8 | 1 | 0.0 | 0.8 | -0.1 | -2.4 | / | -0.3
BrC(=C\c1ccccc1)/C=N/Nc1nc2ccccc2[nH]1 | -9.5 | 8.5 | 1.3 | 2.9 | 1.4 | -1.1 | 0.9 | 0.3 | 9.9 | -8.6 | 0.0
Cc1ccc(S(=O)(=O)N2CCOCC2)cc1C(=O)O | 3.6 | 11.4 | 1 | 3.7 | 1.1 | 1.2 | 0.9 | 0.1 | -9.5 | -39.0 | -1.9
CCOC(=O)C1(CCOc2ccccc2)CCN(Cc2ccc(COC)o2)CC1 | 11.6 | 14.0 | 1 | -4.7 | 0.9 | -0.3 | 0.9 | -0.4 | 66.2* | -4.9 | -1.2
CCN(CC)S(=O)(=O)c1ccc(NC(=O)COC(=O)c2cc(S(=O)(=O)Nc3ccc(OC)cc3)ccc2O)cc1 | -5.0 | 9.4 | 1.1 | -15.1 | 1.3 | 8.2 | 0.9 | -0.2 | 2.1 | -12.9 | -0.6
N#CCCN1CCN(C2=NC(=O)/C(=C\c3cccs3)S2)CC1 | -7.1 | -17.9 | 1.1 | -1.3 | 1.4 | -1.0 | 1.2 | 0.0 | -11.3 | -29.6 | 0.0
CC1CCCCN1C(=O)c1ccc(NC(=O)c2ccccc2Cl)cc1 (stereo unspecified) | -13.7 | 14.1 | 1 | -13.8 | 0.9 | 1.4 | 0.9 | 0.2 | -0.1 | 2.6 | -0.3
Cc1cc([N+](=O)[O-])nn1CC(=O)c1ccccc1 | -2.9 | 9.4 | 1 | -6.4 | 1.1 | 1.6 | 0.9 | -0.2 | -5.8 | 13.1 | 0.1
CC1=C(C(=O)Nc2ccccc2C)C(c2ccc(C)o2)NC(=S)N1 (stereo unspecified) | 21.4 | 14.4 | 0.9 | -11.7 | 0.7 | 2.4 | 0.9 | -0.5 | -1.6 | 10.6 | 0.2
CSc1nsc(SCC(=O)N2CCN(c3ccccc3)CC2)n1 | 2.9 | 2.9 | 0.9 | -1.3 | 0.9 | -0.7 | 1 | 0.3 | -5.3 | -30.1 | 1.5
Cc1cccc(OCc2nc3ccccc3c(=O)n2N)c1 | -1.2 | 0.2 | 1.1 | -0.2 | 1.1 | 1.5 | 1 | -0.4 | -4.6 | / | 0.5
O=C(c1ccncc1)N1c2ccccc2Sc2ccccc21 | 4.4 | -2.0 | 1.2 | 7.1 | 1.1 | 0.6 | 1 | -0.3 | 1.5 | -3.2 | 0.7
Cc1ccccc1NC(=O)CCN1C(=O)CSC1=O | 5.6 | 0.7 | 1.1 | 7.5 | 1.1 | 0.7 | 1 | -0.5 | -3.8 | / | -1.9
COc1ccc(NC(=O)CN(c2ccc([N+](=O)[O-])cc2)S(=O)(=O)c2ccccc2)cc1 | 27.0 | 9.2 | 1 | -15.8 | 0.9 | 5.0 | 0.9 | -0.3 | 33.6 | 1.7 | -0.4
O=C(COc1ccccc1-c1ccccc1)N/N=C/c1ccc2ccccc2c1 | -8.6 | 12.7 | 1 | 11.9 | 0.9 | 2.2 | 0.9 | -0.2 | 40.6 | 5.0 | 0.1
Cc1cccc(N2CCC(N3CCN(C4CCCCC4)C(CCO)C3)CC2)c1C (stereo unspecified) | 17.5 | 20.4 | 0.8 | 0.5 | 0.8 | 0.3 | 0.8 | -0.2 | 88.3* | -1.2 | -0.7
CC(C)(C)n1cc(S(=O)(=O)c2ccccc2)[nH]c1=O | 7.8 | 5.3 | 1 | 4.1 | 1 | -0.6 | 0.9 | 0.0 | -0.7 | -0.2 | -1.4
CCOC(=O)c1c(C)[nH]c(C(=O)OCC(=O)Nc2cc(Cl)ccc2OC)c1C | 6.5 | -10.3 | 1.1 | 1.6 | 1 | 1.6 | 1.1 | -0.4 | 2.8 | / | 0.2

(next part)
SMILES | G6PDH CS | Diaph inh CS | PMI act satM6P | TLR4-MyD88 BLA | PMI activator | RAM network inh | Diaphorase act | Hsp70 activator | Lmaj promast | S1P3 antag | Redox H2O2 prof
COc1cccc(C2C(C(=O)OCc3ccccc3)=C(C)Nc3ncnn32)c1OC (stereo unspecified) | -8.9 | 14.1 | 1 | 2.2 | 1 | 0.7 | 0.9 | -0.2 | 90.8* | -19.5 | -2.2
CCOC(=O)c1ccc(N2CN(CCc3ccccc3)CNC2=S)cc1 | 6.5 | 8.3 | 1.2 | 3.6 | 1 | 2.1 | 0.9 | -0.2 | -8.8 | -1.6 | -0.5
O=C(CN1CCCN(Cc2ccc(F)cc2Cl)C1=O)NCc1ccccc1 | -8.5 | 13.6 | 0.9 | -2.5 | 0.8 | 1.4 | 0.9 | 0.0 | -3.5 | -5.1 | 2.5
Cc1cccc(OCc2nnc(SCC(=O)Nc3cc(C)on3)n2C)c1 | 3.1 | 0.6 | 1 | 6.1 | 0.9 | 2.1 | 1 | -0.1 | -3.7 | -15.0 | -0.5
O=C(c1ccc([N+](=O)[O-])s1)N1CCc2ccccc2C1 | -0.5 | -1.1 | 1 | -13.3 | 1.1 | 2.2 | 1 | -0.1 | 94.2* | -18.6 | -0.3
O=S(=O)(c1ccc(NC(=S)Nc2ccccc2)cc1)N1CCOCC1 | 5.2 | -0.8 | 1 | -8.4 | 1 | 0.0 | 1 | 0.0 | 1.1 | -17.8 | 0.1
CCOC(=O)c1cc(-c2ccccc2)n(CCC(=O)N2CCN(c3ccccn3)CC2)c1C | 2.1 | 21.9 | 0.9 | -5.6 | 1 | 0.4 | 0.8 | -0.3 | 1.5 | -7.8 | -0.3
O=C(CCSc1nc2ccccc2s1)N/N=C/c1c(O)ccc2ccccc12 | -2.6 | 5.3 | 1.1 | -13.1 | 1 | 2.5 | 0.9 | -0.4 | 58.1* | -3.1 | 0.1
CC(C)CN(C(=O)CN1CCN(S(=O)(=O)c2ccccc2)CC1)c1c(N)n(CC(C)C)c(=O)[nH]c1=O | -1.2 | 3.8 | 1.1 | 12.3 | 1.1 | 1.0 | 1 | 0.2 | -7.5 | 8.7 | -0.4
Cc1ccc(C(=O)Nc2cc(=O)n(C)c(=O)n2C)o1 | 3.0 | -7.5 | 1.2 | -3.8 | 1.2 | -0.6 | 1.1 | -0.3 | -2.7 | / | 3.2
CN(C)CCN(C(=O)c1cc(Cl)sc1Cl)c1nc2ccc(F)cc2s1 | -10.7 | 15.6 | 1 | 11.3 | 1 | 1.4 | 0.8 | 0.0 | -4.4 | -17.1 | 0.5
Cc1nn(Cc2ccc(Cl)cc2)c(C)c1NC(=O)c1c(-c2ccccc2)noc1C | -5.4 | 6.3 | 0.9 | -5.2 | 1.1 | 1.0 | 0.9 | 0.2 | 4.5 | / | 1.6
CCCCC(CC)c1nnc(NC(=O)c2cccs2)s1 (stereo unspecified) | 11.4 | -4.0 | 1 | 3.5 | 0.9 | 5.7 | 1 | -0.2 | -5.9 | -30.0 | -0.3
CCOC(=O)c1ccc(NC(=O)CCC(=O)OC)cc1 | 36.4 | 8.6 | 0.9 | -13.1 | 0.9 | 1.0 | 0.9 | -0.1 | -6.7 | 15.5 | 2.5
Cc1cccc2nc3ccccc3nc12 | -0.4 | 4.9 | 1 | -2.2 | 1.1 | 0.0 | 1 | 0.0 | -4.5 | -16.2 | -1.4
Cc1cc(NC(=O)/C=C/c2ccccc2)c(C(C)C)cc1O | 13.0 | 13.1 | 0.9 | -7.3 | 0.9 | 0.0 | 0.9 | -0.3 | 10.5 | 8.2 | 0.5
O=c1cc(CO)oc(C(Nc2ccccn2)c2ccc(F)cc2)c1O (stereo unspecified) | -17.2 | 9.3 | 0.9 | -13.3 | 0.9 | -0.1 | 0.9 | -0.4 | -6.0 | / | 2.1
Cn1c(N)c(C(=O)COC(=O)c2cc(-c3ccco3)nc3ccccc23)c(=O)n(C)c1=O | 17.4 | 25.3 | 1.6 | 2.8 | 1.3 | 2.7 | 0.7 | 0.4 | 3.6 | -7.2 | 0.6
CCCCn1c(SCC(=O)Nc2ccccc2C(F)(F)F)nc2ccsc2c1=O | 4.6 | 2.0 | 1 | -0.2 | 1 | 11.5* | 1 | 0.0 | 1.8 | / | 3.0

Quoted from the listing:
Under Redox H2O2 prof, `CC(C)CN(C(=O)CN1CCN(S(=O)(=O)c2ccccc2)CC1)c1c(N)n(CC(C)C)c(=O)[nH]c1=O` shows -0.4
Under S1P3 antag, `CCCCC(CC)c1nnc(NC(=O)c2cccs2)s1` (stereo unspecified) shows -30.0
